Source: PubChem BioAssay
Shiga inhibitor: A qHTS for Small Molecule Inhibitors of Shiga Toxin; Vero cells, Shiga toxin protein synthesis inhibition reporter; inhibition, % at 38.7 µM; actives 9.2% (n = 290,000); AID 2315, 2010; in the data active means inhibition mostly above about 28%, no sharp cut-off; inactive means mostly below about 43%; further: 0% is about no effect
Cycloheximide cs: Cycloheximide Counterscreen for Small Molecule Inhibitors of Shiga Toxin; actives 12% (n = 300,000); cell reporter, cycloheximide protein synthesis inhibition counterscreen; max response, %; in the data active means max response mostly above about 13%, no sharp cut-off; inactive means mostly below about 14%; further: read at 38.3 µM for the half of the compounds with a filed dose; 0% is about no effect
TbPYK inhibitor: qHTS of Trypanosoma Brucei Inhibitors; TbPYK enzyme, Kinase-Glo Plus ATP luminescence, 45 min; Potency, µM (titrated, usually from 76.8 µM), for the others: at the top dose activity, negative = inhibition, hits mostly inhibitors; pyruvate kinase (Trypanosoma brucei), Q57TT1; actives 0.12% (n = 410,000); further: potency means the concentration at half of the fitted maximal effect; on the % scale 0 is the no-effect control and ±100 the full control effect; nearly all actives have a fitted effect of over 50% in size
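Luminescence from Kinase-Glo Plus, added after a 45-minute room-temperature reaction, served as the end-point read-out. The enzyme and substrate were preincubated with compound before ADP (130 uM final) initiated turnover. Concentration-effect curves came from normalized qHTS data.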
Pf growth 96h: Primary qHTS for delayed death inhibitors of the malarial parasite plastid, 96 hour incubation | actives 6.9% (n = 320,000) | P. falciparum luciferase reporter growth, 96 h | Potency, µM (series often up to 28.7 µM), for the others: at the highest dose activity change, negative = inhibition, usual class: inhibitors | AID 504834, 2011; further: potency means the concentration at half of the fitted maximal effect; on the % scale 0 is the no-effect control and ±100 the full control effect
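Parasite growth measured via integrated firefly luciferase reporter in P. falciparum. Infected erythrocytes at 2% hematocrit, 0.05% parasitemia final were treated 96 hours at 37 C under 5% CO2, and luminescence was read.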
LmPK inhibitor: qHTS Assay for Inhibitors of Leishmania Mexicana Pyruvate Kinase (LmPK); purified LmPK, Kinase-Glo ATP luminescence, 1 h; Potency, µM (titrated, usually from 57.5 µM), without a hit: at the highest dose activity change, negative = inhibition, hits mostly inhibitors; actives 0.37% (n = 290,000); AID 1721, 2009; further: potency means the concentration at half of the fitted maximal effect; on the % scale 0 is the no-effect control and ±100 the full control effect
Target sequence (Q27686 whole entry, looked up): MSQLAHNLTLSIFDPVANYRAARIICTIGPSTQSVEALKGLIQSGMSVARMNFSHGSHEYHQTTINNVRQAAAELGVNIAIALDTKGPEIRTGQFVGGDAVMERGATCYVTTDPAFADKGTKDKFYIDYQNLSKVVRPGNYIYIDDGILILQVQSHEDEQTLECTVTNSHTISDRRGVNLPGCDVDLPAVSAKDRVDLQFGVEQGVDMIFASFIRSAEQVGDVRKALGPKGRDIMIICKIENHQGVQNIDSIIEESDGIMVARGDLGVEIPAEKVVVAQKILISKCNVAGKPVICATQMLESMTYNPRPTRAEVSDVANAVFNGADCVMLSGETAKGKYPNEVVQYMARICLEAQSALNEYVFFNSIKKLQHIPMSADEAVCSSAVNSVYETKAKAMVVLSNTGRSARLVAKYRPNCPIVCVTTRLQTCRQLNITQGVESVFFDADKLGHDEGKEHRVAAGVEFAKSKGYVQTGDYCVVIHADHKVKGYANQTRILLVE
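Purified LmPK (0.1 nM) with 0.5 mM PEP and 0.1 mM ADP in imidazole buffer pH 7.2 with MgCl2/KCl, 1 h at room temperature. ATP formed was read by luciferase luminescence and normalized to no-enzyme and uninhibited controls.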
AmpC inh no detg: qHTS Inhibitors of AmpC Beta-Lactamase (assay without detergent) | AmpC nitrocefin hydrolysis, absorbance 480 nm, 0.0001% Triton | AID 485341, 2010 | Potency, µM (series often up to 57.1 µM), without a hit: top-dose activity change, negative = inhibition, actives largely listed as inhibitors | actives 0.52% (n = 330,000);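 further: potency means the concentration at half of the fitted maximal effect; plate controls were no compound for no effect and no enzyme for full effect; nearly all actives have a fitted effect of over 20% in size; some results filed as inactive show a strong effect at the top dose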
Target sequence (P00811 whole entry, looked up): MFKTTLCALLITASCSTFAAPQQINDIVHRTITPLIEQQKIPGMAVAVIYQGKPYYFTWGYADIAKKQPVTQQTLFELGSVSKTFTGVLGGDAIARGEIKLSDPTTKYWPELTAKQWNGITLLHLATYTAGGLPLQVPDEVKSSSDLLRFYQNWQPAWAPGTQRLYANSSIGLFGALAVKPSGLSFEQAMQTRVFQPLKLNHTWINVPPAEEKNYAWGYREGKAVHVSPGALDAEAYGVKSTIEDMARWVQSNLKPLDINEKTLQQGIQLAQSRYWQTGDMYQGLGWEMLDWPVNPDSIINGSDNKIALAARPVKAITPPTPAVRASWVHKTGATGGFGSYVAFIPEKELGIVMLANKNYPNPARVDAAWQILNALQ
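20 mM phosphate pH 7.0 + 0.01% (detergent screen) or 0.0001% Triton X-100; 5.3 nM AmpC reagent; cpd preinc 15 min RT; nitrocefin (800 uM stock) to start; A480 q20 s × 4 min; Activity was normalised to no-enzyme and no-compound control wells.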
Pf growth 48h: Primary qHTS for delayed death inhibitors of the malarial parasite plastid, 48 hour incubation; Potency, µM (top dose mostly 28.7 µM), for the others: at the top dose activity change, negative = inhibition, hits mostly inhibitors; P. falciparum luciferase growth in erythrocytes, 48 h; actives 5.9% (n = 310,000); further: potency means the concentration at half of the fitted maximal effect; on the % scale 0 is the no-effect control and ±100 the full control effect
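Luciferase-expressing parasites in RBCs, 2% Hct / 0.1% parasitemia final; RPMI 1640 + 0.5% Albumax; 37 C, 5% CO2, one generation; luminescence read-out, lower signal = inhibition.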
Starred values were filed as active, the others as inactive; ? = inconclusive; · = not tested or not shown; & = joins results of further samples; [ ] = remark or other dose. Unless noted, the call rests on the fitted dose curve; in most records, active means well fitted curve in the direction sought with a large enough effect; inconclusive means small, poorly fitted or top-dose-only effect, or another doubt; inactive means no such curve, though single readings can be large; an effect the other way counts as inactive or inconclusive.

SMILES	Shiga inhibitor	Cycloheximide cs	TbPYK inhibitor	Pf growth 96h	LmPK inhibitor	AmpC inh no detg	Pf growth 48h
CC1c2cc3c(cc2CCN1C(=O)c1cccc(F)c1)OCCCO3 (stereo not given)	-4	8	0%	?	-16%	0%	-3%
CCOC(=O)C1=C(C)N=c2s/c(=C\c3ccc(OC(C)=O)cc3)c(=O)n2C1/C=C/c1ccccc1 (stereo not given)	7	-2	-13%	?	-1%	-19%	2%
O=C(O)CCc1ccc(S(=O)(=O)Nc2cc(C(F)(F)F)ccc2N2CCCC2)cc1	·	·	1%	-6%	·	-15%	11%
CC(Sc1ccc(Cl)cc1)C(=O)Nc1ccc2c(c1)OCO2 (stereo not given)	5	-3	-3%	11%	8%	-28%	?
CCN1CCN(C(=S)NC(CC(=O)c2ccccc2)c2ccccc2)CC1 (stereo not given)	-4	-2	-3%	?	2%	68%[activator]	-7%
CCNc1c(NS(=O)(=O)c2ccc(F)c(Cl)c2)c(=O)oc2ccccc12	2	-5	-1%	19%	-3%	0%	-5%
NC(=O)c1ccc(NC(=O)C2CC2)cc1	-11	1	1%	?	-7%	-19%	12%
COc1ccc(CNC(=O)CC(C)c2ccccc2)cc1 (stereo not given)	-4	1	-2%	-29%	0%	-4%	24%
N=Cc1c(O)n(-c2ccccc2)c(=O)n(-c2ccccc2)c1=O	-12	2	0%	1%	-1%	-18%	-16%
CC(=O)c1oc2ccccc2c1N	-2	0	0%	85%[activator]	3%	-14%	19%
CCOc1ccc(NS(=O)(=O)c2ccc(C(=O)NCCCN3CCOCC3)cc2)cc1	-27	-2	1%	24%	-8%	46%	25%
Cc1ccc(N(CC(=O)NC(C)c2ccccc2)S(=O)(=O)c2c(C)n[nH]c2C)cc1 (stereo not given)	-9	-2	6%	79%[activator]	-1%	48%	13%
COc1ccc(NS(=O)(=O)c2ccc(/C=C/C(=O)O)cc2)cc1S(=O)(=O)N1CCOCC1	-2	-2	2%	10%	1%	-17%	6%
CN(CC(=O)Nc1c(Cl)cccc1Cl)C(=O)CCNS(=O)(=O)c1ccccc1C(F)(F)F	·	·	6%	-4%	·	-3%	7%
COCCCNC(=O)c1ccc2c(=O)n(CC3CCCO3)c(=S)[nH]c2c1 (stereo not given)	-21	1	2%	1%	-5%	-11%	3%
COc1ccc(OC)c(NC(=O)CSc2nc3scc(C)c3c(=O)[nH]2)c1	-10	5	-3%	0%	-2%	-28%	16%
O=C(Nc1ccc(-n2cnnn2)cc1)C1CCCN1C(=O)Nc1ccc(Br)cc1 (stereo not given)	11	4	0%	0%	1%	-17%	16%
COc1cc(/C=N/Nc2snc(SC)c2C#N)ccc1O	34	27*	-13%	129%[activator]	-1%	-34%	48%[activator]
COc1cc(CN(C(=S)NCC(=O)N2CCCC2)C2CCCC2)cc(OC)c1OC	-16	-5	2%	?	2%	129%[activator]	2%
O=C(NC(Cc1ccccc1)C(=O)O)/C(=C\c1ccc([N+](=O)[O-])cc1)NC(=O)c1ccco1 (stereo not given)	0	-1	-5%	15%	-4%	-20%	-4%
Cc1ccc(C(C(=O)NCC2CCCO2)N(Cc2ccccc2F)C(=O)Cn2nnc(-c3cccs3)n2)cc1 (stereo not given)	-7	-6	-1%	39%[activator]	13%	44%	·
O=C1C2C3C=CC(C3)C2C(=O)N1c1ccccc1 (stereo not given)	-8	-5	-7%	-5%	-3%	-12%	-2%
O=[N+]([O-])c1ccccc1NC(=S)N/N=C/c1ccc(O)c(O)c1	74*	22*	-11%	300%[activator]	0%	4.5µM*	392%[activator]
Cc1cc(C)c(-c2c(O)c3cccc4c3n(c2=O)CCC4)c(C)c1	-2	-3	1%	-27%	2%	-12%	?
Cc1cc(=O)n2nc(-c3ccc(C(F)(F)F)cc3)sc2n1	10	33*	37%[activator]	·	1%	-12%	63%[activator]
O=C(Cn1nnc(-c2ccc(F)cc2)n1)Nc1ccc2c(c1)OCCO2	-9	-2	3%	-15%	1%	-9%[11.4 µM]	1%
CCCC(C)NC(=O)c1ccc(OCc2ccc(Cl)cc2)c(OC)c1 (stereo not given)	17	11	0%	?	1%	-12%	-22%
COc1nc2ccc(C)cc2cc1-c1noc(-c2ccccc2)n1	7	-3	2%	92%[activator]	-3%	-9%	0%
CCOC(=O)c1c(NC(=O)CSc2nnc(C)s2)sc2c1CCC(C)C2 (stereo not given)	-10	-1	-3%	16%	2%	57%	12µM*
O=C(CCc1c[nH]c2ccccc12)N/N=C/c1ccc2c(c1)OCO2	-3	14	3%	0%	1%	-33%	14%
NS(=O)(=O)c1ccc(CCNC(=O)C(=O)NCC2OCCN2S(=O)(=O)c2cccs2)cc1 (stereo not given)	26	2	2%	?	4%	-7%	-10%
CN1CCC(NC(=S)NC2CC2)CC1	-4	-2	8%	0%	-5%	-2%[2.29 µM]	-1%
CC(C)Cc1nnc(NC(=O)CCC(=O)N2CCN(c3ccc(F)cc3)CC2)s1	-10	-2	-10%	-6%	0%	101%[activator]	-21%
S=c1[nH]nc(-c2ccc(Cl)cc2)n1/N=C/C=C/c1ccco1	-7	-2	?	8%	-9%	16µM*	-11%
Oc1ccc(C23CCCC2C2(CCCC2)c2ccc(O)cc2O3)c(O)c1 (stereo not given)	·	·	5%	?	·	-14%	?
CC(=O)c1ccc(NC(=O)CSc2nc(N3CCOCC3)nc(N3CCOCC3)n2)cc1	62*	42*	2%	16%	-2%	9%	?
FC(F)(F)c1cc(Oc2ccccc2)nc(-c2ccccn2)n1	-9	-1	-7%	-19%	-2%	16%	16%
CSc1nc2[nH]c3c(c2c2ncnn12)CCCC3	-8	1	3%	?	-3%	-35%	?
O=C(Cn1ncn2cccc2c1=O)N1CCCCC1	36	1	-15%	-2%	-4%	1%	-2%
C/C=C/c1cc(CN2CCN(c3ccc(OC)cc3)CC2)c(O)c(OC)c1	2	2	2%	?	-2%	82%[activator]	1.5µM*

Limited to Cycloheximide cs, TbPYK inhibitor and Pf growth 48h, for some of the entries so far:
Structure | Cycloheximide cs | TbPYK inhibitor | Pf growth 48h
C/C=C/c1cc(CN2CCN(c3ccc(OC)cc3)CC2)c(O)c(OC)c1 | 2 | 2% | 1.5µM*
S=c1[nH]nc(-c2ccc(Cl)cc2)n1/N=C/C=C/c1ccco1 | -2 | ? | -11%
Cc1cc(=O)n2nc(-c3ccc(C(F)(F)F)cc3)sc2n1 | 33* | 37%[activator] | 63%[activator]
CSc1nc2[nH]c3c(c2c2ncnn12)CCCC3 | 1 | 3% | ?

Next section.
SMILES	Shiga inhibitor	Cycloheximide cs	TbPYK inhibitor	Pf growth 96h	LmPK inhibitor	AmpC inh no detg	Pf growth 48h
CCc1nc2ccccc2c(C(=O)OCC(=O)N(CCOC)c2c(N)n(Cc3ccccc3)c(=O)[nH]c2=O)c1C	·	·	1%	?	·	171%[activator]	13µM*
C=C(C)C(=O)Nc1cccc(C2=NOC3(C2)C[C@@H](C(N)=O)N(C(=O)/C=C/CC)C3)c1 (stereo not given in full)	-10	-1	2%	71%[activator]	-3%	6%	43%[activator]
COc1ccc(C)cc1N(C(=O)c1snc(C(N)=O)c1N)C(C(=O)NC1CCCC1)c1ccc(F)cc1 (stereo not given)	11	-3	-5%	21%	2%	50%	9.3µM*
Cc1ccc(N(C(=O)Cn2nnc(-c3ccc(C)o3)n2)C(C(=O)NC2CCCC2)c2ccco2)cc1 (stereo not given)	-24	3	2%	-23%	2%	-24%	-5%
[N-]=[N+]=CC(=O)CNC(=O)[C@@H](Cc1ccccc1)N1C(=O)c2ccccc2C1=O	-14	-6	-9%	26%	-1%	-2%	19%
O=S(=O)(NCc1ccccc1)c1ccccc1Br	-16&-4	6&-3	0%	-23%	3%	-15%	-5%
CC1=NC(C)Cc2ccccc21 (stereo not given)	-17	-1	5%	128%[activator]	-10%	-23%	19%
CC(OC(=O)CCc1ccccc1)C(=O)Nc1ncc(Cl)cc1Cl (stereo not given)	-8	0	-9%	36%[activator]	-1%	-2%	15%
CC(=O)c1ccc(NS(=O)(=O)c2ccc(CC(C)C)cc2)cc1	14	1	-2%	?	2%	4%	·
N#CC(c1ccc(Cl)cc1)c1nc2ccccc2nc1C(F)(F)F (stereo not given)	12	10	2%	5%	0%	-7%	0%
Cc1ccc(N2C(=O)N(CC(=O)Nc3cccc(C)c3C)C(=O)C2C)cc1 (stereo not given)	·	·	2%	97%[activator]	·	6%	15%
Cc1cc(C)c(S(=O)(=O)N2CCN(S(=O)(=O)N3CCCCCC3)CC2)c(C)c1	-13	-5	-6%	5%	0%	-8%	?
CN(C)S(=O)(=O)c1ccc(C(=O)OCC(=O)NCc2ccco2)cc1	-11	-1	3%	8%	3%	-7%	41%[activator]
O=C(NO)C1CC2C=CC1C2 (stereo not given)	-10	-3	-13%	40%[activator]	2%	-18%	1%
CCOC(=O)c1cc2c(=O)n3ccccc3nc2n(Cc2ccco2)c1=NC(=O)c1ccc(OC)cc1	27	3	-11%&2%	31%[activator]	4%	11%	9.3µM*
Cc1ccccc1NC(=O)C1CC(=O)N(Cc2ccccc2)C1 (stereo not given)	-5	-1	3%	-27%	0%	-27%	-20%
Clc1ccc(-c2ccccc2)nn1	13	11	1%	?	0%	-9%	3%
O=C(NCCC1=CCCCC1)C1CCC(=O)N(Cc2cccc(C(F)(F)F)c2)C1 (stereo not given)	-2	1	-7%	-21%	-1%	-4%	0%
CC(=O)NC(C)c1ccc(C(=O)CSc2nnc(C3CC3)n2C2CC2)cc1 (stereo not given)	·	·	0%	-22%	·	-7%	-19%
COC(=O)c1c(C(=O)OC)c(-c2ccc(Br)cc2)n2c1CS(=O)C2 (stereo not given)	-4	-1	6%	-21%	2%	3%	48%[activator]
Nc1nnc(SCC(=O)Nc2cc(F)ccc2F)s1	·	·	5%	9%	·	-15%	8%
Cc1n[nH]c(=O)c2c(NC(=O)CSc3nc4ccccc4c(=O)n3-c3ccc(OC(F)F)cc3)oc(C)c12	·	·	3%	47%[activator]	·	72%[activator]	7%
CCOC(=O)C1=C(N)N(c2cc(S(=O)(=O)N3CCOCC3)ccc2Cl)C(=O)C1	-11	-3	-3%	?	6%	-8%	-16%

Looked up by compound from the entries so far:
SMILES	Shiga inhibitor	Cycloheximide cs	TbPYK inhibitor	Pf growth 96h	LmPK inhibitor	AmpC inh no detg	Pf growth 48h
CN(C)S(=O)(=O)c1ccc(C(=O)OCC(=O)NCc2ccco2)cc1	-11	-1	3%	8%	3%	-7%	41%[activator]
N#CC(c1ccc(Cl)cc1)c1nc2ccccc2nc1C(F)(F)F (stereo not given)	12	10	2%	5%	0%	-7%	0%

Hits appear at their usual frequency. Share with any hit: about 22%.
